# Source: PubChem
# IDH1 R132H inh: human IDH1 R132H inhibition | O75874 | IDH1-R132H enzyme, NADPH consumption, diaphorase/resazurin fluorescence | Potency, µM (top dose mostly 76.6 µM), without a hit: top-dose activity change, negative = inhibition, usual class: inhibitors | 390,000 tested, 0.093% active | AID 602179; further: potency means the concentration at half of the fitted maximal effect; on the % scale 0 is the no-effect control and ±100 the full control effect; nearly all actives have a fitted effect of over 65% in size
#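 IDH1-R132H (0.5 ug/mL dispensed) in pH 7.5 Tris buffer was preincubated 30 min with compound, then given a substrate mix of 0.016 mM NADPH and 2 mM alpha-KG for 80 min at room temperature; remaining NADPH was read by diaphorase/resazurin fluorescence.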
# PI4K2A inh: PI4K2A (human) kinase inhibition | Q9BTU6 | purified PI4K2A, ADP-Glo luminescence, 1 h; stronger effect = lower value | activity change, negative = inhibition, % at 76.9 µM | 420,000 tested, 0.13% active; in the data active means activity change below about -50%; inconclusive means mostly about -30% to -49%;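 further: -100% = wells without enzyme as full effect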
# Target sequence (Q9BTU6 whole entry, looked up): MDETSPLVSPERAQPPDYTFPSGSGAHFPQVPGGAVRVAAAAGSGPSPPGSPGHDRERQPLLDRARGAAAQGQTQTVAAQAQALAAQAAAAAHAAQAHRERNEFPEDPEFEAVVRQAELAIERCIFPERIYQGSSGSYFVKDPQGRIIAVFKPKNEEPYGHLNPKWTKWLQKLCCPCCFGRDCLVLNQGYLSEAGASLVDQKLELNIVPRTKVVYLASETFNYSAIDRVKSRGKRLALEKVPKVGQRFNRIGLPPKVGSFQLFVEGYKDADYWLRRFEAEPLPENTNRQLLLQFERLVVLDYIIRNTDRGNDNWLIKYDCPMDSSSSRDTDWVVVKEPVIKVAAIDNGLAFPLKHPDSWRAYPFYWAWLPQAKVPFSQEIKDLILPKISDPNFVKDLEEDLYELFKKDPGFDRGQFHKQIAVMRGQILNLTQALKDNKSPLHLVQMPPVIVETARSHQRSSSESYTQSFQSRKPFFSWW
#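 Compounds are screened against recombinant PI4K2A using PI as substrate and ATP, the latter dispensed at 300 microM. Reactions run one hour at ambient temperature before ADP-Glo detection; full inhibition defined by wells lacking enzyme.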
# TrxR1 substrate: substrates of rat thioredoxin reductase 1; O89049; AID 588456; Potency, µM (top dose mostly 114 µM), for inactives: top-dose activity change, negative = substrate turnover; 390,000 tested, 0.01% active; purified TrxR1 substrate turnover, NADPH consumption readout; further: potency means the concentration at half of the fitted maximal effect; on the % scale 0 is the no-effect control and ±100 the full control effect; nearly all actives have a fitted effect of over 50% in size
# Target sequence (O89049 whole entry, looked up): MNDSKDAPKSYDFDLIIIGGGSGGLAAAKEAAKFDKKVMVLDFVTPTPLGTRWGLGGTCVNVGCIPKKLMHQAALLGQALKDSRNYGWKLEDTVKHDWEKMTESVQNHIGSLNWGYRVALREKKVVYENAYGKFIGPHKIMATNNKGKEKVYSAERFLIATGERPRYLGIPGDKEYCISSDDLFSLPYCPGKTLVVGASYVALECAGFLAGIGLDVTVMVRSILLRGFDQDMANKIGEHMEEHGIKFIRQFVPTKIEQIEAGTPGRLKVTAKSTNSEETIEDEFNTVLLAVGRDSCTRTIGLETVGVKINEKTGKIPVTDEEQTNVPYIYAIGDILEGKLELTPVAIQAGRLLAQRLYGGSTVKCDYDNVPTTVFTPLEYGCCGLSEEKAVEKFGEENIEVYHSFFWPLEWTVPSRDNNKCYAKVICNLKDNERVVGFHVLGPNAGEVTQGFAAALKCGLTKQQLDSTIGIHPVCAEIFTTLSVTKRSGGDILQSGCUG
#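 Rat TrxR1, dispensed at 90 nM, was prereduced with 400 uM NADPH (final) for 5 min at ~22 deg C, then incubated with compound 15 min before 400 uM selenite. A first-read NADPH fluorescence drop versus no-compound background flagged substrates.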
# TrxR1 inh: inhibitors of rat thioredoxin reductase 1; O89049; recombinant rTrxR1, NADPH fluorescence consumption, selenite substrate; Potency, µM (highest dose often 114 µM), for inactives: top-dose activity change, negative = inhibition, most hits filed as inhibitors; 390,000 tested, 1% active; AID 588453; further: potency means the concentration at half of the fitted maximal effect; on the % scale 0 is the no-effect control and ±100 the full control effect; nearly all actives have a fitted effect of over 65% in size
#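 Rat TrxR1 (90 nM in the dispensed reagent) was pre-reduced with 400 uM NADPH for 5 min at room temperature, then incubated with compound for 15 min. After 400 uM selenite was added, NADPH fluorescence (Ex 340/Em 450 nm) was followed for 8 min.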
# D2 ag: D2 dopamine receptor (human) agonism; P14416; HEK293 T-REx D2 cells, calcium flux agonist mode; activation, % at 2 µM; 340,000 tested, 0.53% active; AID 485358;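 active means activation over 3 SD above normal in the single-dose calcium agonist read, cut at about 30% in these data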; further: 0% is about no effect
#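 HEK293 Trex D2 cells, tetracycline-induced, o/n 30 C 5% CO2; no-wash Ca dye, RT 30–90 min; 10-cycle baseline, 23 nl cpd added, kinetic Ca read 180 s; agonist hits = positive Ca response.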
# TRHR enhancer: allosteric enhancers of human TRH receptor | P34981 | TRHR cells, fluo-8 calcium fluorescence, EC20 TRH enhancement | enhancement, % at 2 µM | 360,000 tested, 0.66% active; in the data active means enhancement above about 30%; further: 0% is about no effect
#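 Enhancer read-out: after compound pinning and an initial kinetic agonist-mode read, an EC20 of TRH (10 nM final) was injected and fluo-8 calcium signal (Ex 480/Em 530) followed at 1 s/cycle for 100 cycles in TRHR-expressing cells.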
# D2 antag: antagonists of human D2 dopamine receptor; P14416; HEK293 TREx D2 cells, calcium flux, dopamine EC80; inhibition, % at 10 µM; 340,000 tested, 2% active; AID 485344; in the data active means inhibition above about 30%; further: 0% is about no effect
#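 Compounds are added to dye-loaded, induced HEK293 T-REx cells coupled to calcium release via D2; after a 3 min kinetic read an EC80 dopamine stimulus is given and fluorescence is recorded for 3 more min.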
# USP1-UAF1 inh: blocks the human USP1/UAF1 deubiquitinase complex; O94782; recombinant USP1/UAF1, Ub-Rhodamine cleavage fluorescence; Potency, µM (top dose mostly 57.1 µM), inactives show at the top dose activity change, negative = inhibition, most hits filed as inhibitors; 390,000 tested, 0.23% active; AID 743255; further: potency means the concentration at half of the fitted maximal effect; on the % scale 0 is the no-effect control and ±100 the full control effect; nearly all actives have a fitted effect of over 60% in size; inactives centre near -12
#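 In this screen, compounds sit with the deubiquitinase complex (1nM) for 15 min at room temperature before Ub-Rho is added at 150nM final. Fluorescence rise is then followed for 6 reads every 60 seconds.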
# TRHR ag: activates the human TRH receptor; P34981; TRHR cells, calcium flux fluo-8, FDSS agonist mode; activation, % at 2 µM; 360,000 tested, 0.18% active; AID 493084; in the data active means activation above about 30%; further: 0% is about no effect
#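 Agonist-mode FDSS calcium read (Ex 480/Em 530, 1 s cycles) in 1536-well TRHR cells with fluo-8 dye, after 10-cycle baseline and 23 nL compound addition; TRH at EC20 (10 nM final) added afterwards for the enhancer phase.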
# * marks the source's active call; other numbers are inactive results; u = inconclusive; x = not tested or not shown; [ ] = another dose, or the depositor's remark. Unless noted, the call rests on the fitted dose curve; in most records, active means well fitted inhibition curve with a large enough effect; inconclusive means small, poorly fitted or top-dose-only effect; inactive means no such curve, though single readings can be large or run the other way. Not a hit list; about 3.9% have a hit in one of these screens.
SMILES,IDH1 R132H inh,PI4K2A inh,TrxR1 substrate,TrxR1 inh,D2 ag,TRHR enhancer,D2 antag,USP1-UAF1 inh,TRHR ag
S=c1[nH]nc(-c2cccnc2)n1/N=C/C(Cl)=C\c1ccccc1,0%,2,-4%,-8%,-0.5,25,-15,-17%,-0.5
CCOC(=O)c1c(NC(=O)CSC(=S)N2CCOCC2)sc(C)c1C,0%,1,-12%,-12%,-0.5,9,24,-6%,0.7
COc1ccccc1NC(=S)N1CCC(NC(=O)C23CC4CC(CC(C4)C2)C3)CC1,-5%,-7,-3%[57.1 µM],-10%,-0.1,-12,-5,-5%,-1.0
C=C(C)Cn1cnc2cc(C)c(C)cc21,7%,-3,-9%,-4%,0.1,2,-2,-5%,-0.3
CC1(C)CCCN(C(=O)c2coc(=O)c(Br)c2)C1,0%,-7,140%[activator],u,0.2,8,-19,-12%,0.8
CC(=O)Nc1c(C(=O)O)[nH]c2ccccc12,3%,-15,-6%,-6%,-2.3,0,-21,-22%,0.2
CCOC(=O)c1cccc(NC(=O)c2cc3c(Cl)nc4ccc(C)cc4c3s2)c1,-16%,-1,-9%,-11%,-1.0,8,x,9%,-2.0
COc1ccc(Cl)cc1C(=O)N/N=C/c1ccc(N2CCOCC2)cc1,6%,6,16%[57.1 µM],18%[57.1 µM],0.4,1,-8,-10%,-0.7
O=C(COc1ccc([N+](=O)[O-])cc1)NCc1ccccc1,3%,1,-7%,-4%,1.2,6,21,-8%,-0.1
Cc1cccc(NC(=O)C2CCCN2C(=O)NC2CCCCC2)c1 (stereo unspecified),5%,4,-1%[57.1 µM],17%,1.5,21,14,-20%,-2.1
CCOc1ccc(/C(CCC(=O)O)=N/NC(=O)c2cccc(S(=O)(=O)Nc3ccccc3OC)c2)cc1,10%,2,0%[2.29 µM],11%[2.29 µM],x,x,x,-5%,x
O=C(Nc1nnc(C2CC2)s1)c1ccccn1,5%,-27,5%,-8%,-0.1,-4,5,-6%,1.3
CC(/C=C/c1ccco1)=N/NC(=O)OC(C)(C)C,5%,-6,1%,u,0.4,-4,4,-1%,0.1
Nc1nc(N)c(N=Nc2ccccc2)c(=O)[nH]1,-9%,-4,-1%[57.1 µM],10%[2.29 µM],x,x,x,-5%,x
O=C(Nc1ncccc1Cl)C(Sc1ccccc1)c1ccccc1 (stereo unspecified),6%,-5,-7%,-4%,x,-9,x,-17%,1.1
CN(CC(=O)Nc1ccc(Cl)c(C(F)(F)F)c1)C(=O)CC1Sc2ccccc2NC1=O (stereo unspecified),10%,1,-4%,7%,x,25,x,-19%,0.8
CN(C)c1ccc(CNc2ccc3c(c2)ncn3C(C)(C)C)cc1,0%,3,-4%,u,-0.3,3,-9,-15%,-0.7
Cc1cc(C)c(NC(=O)CN2C(=O)NC(CCc3ccccc3)C2=O)c(C)c1 (stereo unspecified),3%,-5,-16%[57.1 µM],23%[57.1 µM],0.5,-3,32*,-6%,-0.7
CCCCCNC(=O)C1CC(=O)OC12CCCCC2 (stereo unspecified),-6%,1,1%[57.1 µM],-1%[57.1 µM],0.4,-2,-2,2%,0.7
CCOP(=O)(c1ccc(N(C)C)cc1)C(O)c1cccnc1 (stereo unspecified),-4%,-4,3%[57.1 µM],14%[57.1 µM],0.6,-2,2,-10%,0.5
C=CCNC(=O)COC(=O)c1ccc(Sc2nncn2C)c([N+](=O)[O-])c1,2%,-3,4%[57.1 µM],5%[57.1 µM],-2.9,5,20,-8%,0.4
Cc1c(C)[n+](=O)c(-c2cccs2)c(C)n1[O-],0%,1,-5%,-13%,0.8,-1,-18,2%,0.4
CC(=O)NS(=O)(=O)c1ccc(N=NN2CCOCC2)cc1,6%,3,-9%,-8%,0.3,-23,20,-16%,-0.7
Cc1nn(-c2ccccc2)c(Cl)c1/C=N/NC(=O)c1ccc(NS(=O)(=O)c2cccs2)cc1,x,x,x,x,-1.2,-1,-12,x,-0.2
Cc1cc(C)c(S(=O)(=O)N2CCCOC2CNC(=O)C(=O)NCc2ccco2)c(C)c1 (stereo unspecified),4%,-3,-9%,-12%,0.9,-2,4,-5%,-1.2
Cc1cccc(C(=O)N2CCc3c([nH]c4ccccc34)C2CC(C)C)n1 (stereo unspecified),-7%,1,-4%,-5%,0.8,-11,2,-32%,0.3
O=Cc1cn(CCC(=O)O)nc1-c1cccc(Br)c1,0%,-3,6%,18%,0.5,-2,-5,-11%,0.6
CCn1c(C)nc2cc(C(=O)NNS(=O)(=O)c3c(C)c(C)cc(C)c3C)ccc21,0%,-2,-3%,-3%,0.1,8,10,-25%,0.1
Cc1ccc(Cn2c(SCC(C)C)nc3c2c(=O)n(C)c(=O)n3C)cc1,2%,0,-5%,10%,-0.8,7,2,-26%,-2.1
CC(O)/C=C/c1cccc[n+]1C (stereo unspecified),5%,-3,1%,-17%,0.9,12,-28,-9%,-1.6
CC(=O)C1CCC2C3CCC4=CC(=O)CC[C@]4(C)[C@@]3(F)C(O)C[C@]12C (stereo partly specified),-2%,3,-5%,6%,1.5,14,-36,-8%,0.8
CC(C)C[C@H]1CNC(=S)N1CC1CCCN1C[C@H](Cc1ccc(O)cc1)N1C[C@H](Cc2ccccc2)N(CC2CCCCC2)C1=S (stereo partly specified),-2%,0,5%,34%,x,x,x,-26%,x
CCOC(=O)C(NC(C)=O)C(O)c1ccc([N+](=O)[O-])cc1 (stereo unspecified),-1%,0,-1%,12%,0.4,-2,-18,-10%,-0.3
c1ccc2c(c1)Cc1ccccc1O2,9%,-6,13%,18%,-1.6,3,-5,-18%,-1.5
COc1ccc(-c2cn3nc(N4CCCC(C(=O)NCc5ccc(Cl)cc5)C4)sc3n2)cc1 (stereo unspecified),4%,3,2%[57.1 µM],26%[57.1 µM],x,0,x,4%,-0.2
CC1C(=O)N2CCCc3cc(NS(=O)(=O)c4ccccc4)cc1c32 (stereo unspecified),5%,3,0%,5%,-0.7,5,3,-10%,0.3

# Record cards, from the list above. Screens in order: IDH1 R132H inh | PI4K2A inh | TrxR1 substrate | TrxR1 inh | D2 ag | TRHR enhancer | D2 antag | USP1-UAF1 inh | TRHR ag
# COc1ccc(Cl)cc1C(=O)N/N=C/c1ccc(N2CCOCC2)cc1 in the list: 6% | 6 | 16%[57.1 µM] | 18%[57.1 µM] | 0.4 | 1 | -8 | -10% | -0.7
# COc1ccccc1NC(=S)N1CCC(NC(=O)C23CC4CC(CC(C4)C2)C3)CC1 in the list: -5% | -7 | -3%[57.1 µM] | -10% | -0.1 | -12 | -5 | -5% | -1.0
# CC1C(=O)N2CCCc3cc(NS(=O)(=O)c4ccccc4)cc1c32 (stereo unspecified) in the list: 5% | 3 | 0% | 5% | -0.7 | 5 | 3 | -10% | 0.3
# COc1ccc(-c2cn3nc(N4CCCC(C(=O)NCc5ccc(Cl)cc5)C4)sc3n2)cc1 (stereo unspecified) in the list: 4% | 3 | 2%[57.1 µM] | 26%[57.1 µM] | x | 0 | x | 4% | -0.2

# Further results.
SMILES,IDH1 R132H inh,PI4K2A inh,TrxR1 substrate,TrxR1 inh,D2 ag,TRHR enhancer,D2 antag,USP1-UAF1 inh,TRHR ag
Cc1ccc2[nH]c(=O)c(-c3nc4cc(C)ccn4c3NCc3ccco3)cc2c1,-2%,2,8%[57.1 µM],10%[57.1 µM],0.0,-2,-9,-16%,-0.5
Cc1ccc(NC(=O)NCCN2CCN(c3ccccc3)CC2)cc1Cl,-1%,-3,-6%,-15%,66*,13,65*,-21%,-1.0
O=C(Nc1cccnc1)c1cccc(S(=O)(=O)Nc2cccc(Cl)c2)c1,8%,-3,0%,18%,-0.2,-9,-38,-14%,-0.2
NC(Cc1c[nH]c2ccccc12)C(=O)Nc1ccccc1 (stereo unspecified),0%,4,3%,13%,x,x,x,-26%,x
O=C(COC(=O)C1=COCCO1)Nc1ccc(F)cc1,-5%,8,-2%,5%,-0.2,-3,16,-7%,0.2
CC(=O)NC12CC3CC(C1)CC(C(=O)Nc1nc4c(C)cccc4s1)(C3)C2,0%,6,-2%,2%,0.6,10,-3,-8%,-0.2
CN(C)S(=O)(=O)c1ccc(C(=O)NCCSc2c(-c3ccc(Br)cc3)[nH]c3ccccc23)cc1,-7%,-1,-2%,7%,0.1,0,x,u,0.1
CCc1noc(C)c1C(=O)NCCN1C(=O)S/C(=C\c2ccc(OC)cc2)C1=O,3%,-4,0%,1%,0.6,-3,5,-20%,0.9
CCOc1ccc(S(=O)(=O)Nc2cccc(-c3ccc(N4CCCC4)nn3)c2)cc1,22%,0,-10%[57.1 µM],-3%[57.1 µM],1.3,8,x,-31%,-0.8
COc1ccc(OC)c(C2C3=C(N=c4s/c(=C\c5cccc(O)c5)c(=O)n42)c2ccccc2CC3)c1 (stereo unspecified),1%,-3,-14%,-8%,0.8,6,6,-2%,1.8
COc1cccc(NC(=O)c2cc3ccccc3cc2OC)c1,6%,1,2%,27%,0.7,5,-5,-20%,0.2
CC(C)(C)c1ccc(/C=N/NC(=O)C2CCCC2)cc1,-8%,3,-5%,23%,-0.1,-1,16,-18%,-0.3
Cc1ccc(Sc2ncccc2C(=O)O)cc1C,0%,-5,2%,5%,-0.8,1,-14,-14%,-0.2
O=C(CCCCCN1C(=O)C2C3C=CC(C3)C2C1=O)Nc1nccs1 (stereo unspecified),-2%,-2,0%,22%,0.8,-2,-4,-21%,0.2
COc1ccc2[nH]c3nc(SC(C)C)nnc3c2c1,-2%,-2,-9%,-7%,-0.2,23,1,-9%,-0.6
Cc1cccc(C(=O)N/N=C/c2ccc(OC3CSC3)cc2)c1,-3%,-1,3%,4%,x,-3,x,-7%,-0.4
COCCn1c(SCC(=O)Nc2cccc(C)n2)nnc1-c1ccco1,-7%,2,-8%,-30%,-0.8,0,-17,-11%,0.6
c1ccc(CNc2ncnc3scc(-c4cccs4)c23)nc1,14%,0,-1%,6%,1.5,-1,-6,-20%,2.8
Cc1ccc(NC(=O)c2cc(CC(C)C)nc3ccccc23)cc1,3%,4,-2%,14%,-0.1,-4,3,-9%,0.1
COc1cc(NC(=S)N2CCN(C(=O)c3ccco3)CC2)c(OC)cc1Cl,9%,0,-5%,-7%,4.4,9,0,-19%,0.5
